Giardia kill: Giardia lamblia killing | actives 0.15% (n = 340,000) | activity change, % at 7.66 µM, hits read low | AID 540267 | Giardia lamblia trophozoite viability; in the data active = activity change below about -80%; inconclusive = between about -30% and that limit;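 note: parasites exposed to compound for two days anaerobically before the ATP read; % is set by controls: 0 for no effect and ±100 for the full control effect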
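Giardia lamblia trophozoites (100 cells/well) were incubated with compounds for 48 h at 37 deg C under anaerobic conditions. Viability was read as ATP content by one-step luminescence after 15-30 min at room temperature.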
KCNH2 3.1 block: inhibitors of human KCNH2 3.1 potassium channel isoform | U2OS KCNH2 3.1, thallium flux FluxOr; hits give low values | activity change, % (tested at about 1.8 µM) | actives 0.95% (n = 340,000);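 active = maximum activity change below -70%; inconclusive = maximum activity change from -70% to -50%; inactive = maximum activity change above -50%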;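 note: thallium influx rate constant from kinetic fluorescence after stimulation buffer; % is set by controls: 0 for no effect and ±100 for the full control effect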
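Thallium flux via FluxOr fluorescence (Red40 quencher, 45 min loading) in U2OS cells virally expressing the KCNH2 3.1 isoform (1.77 x 10^8 /mL virus, overnight at 37 C). Rate constants from 2-min kinetic reads post-stimulation, normalised to positive and negative controls.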
NPC1 prom act: NPC1 promoter activation. Huh7 NPC1 promoter luciferase reporter, 24 h. AID 485313. Potency, µM (series often up to 9.22 µM), for inactives: at the top dose activation, hits mostly activators. actives 2.4% (n = 320,000);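 note: potency is the fitted concentration of half-maximal effect; % of control where 0% means no effect; nearly all actives have a fitted effect of over 60% in size; reporter is driven by a mutant NPC1 promoter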
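Cells: Huh7 expressing luciferase under the NPC1 promoter, 1500/well. Seeded 2 h, compound added, incubated 24 h at 37 °C. Luciferase reagent, 10 min ambient, then luminescence.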
Tb PFK inh: inhibitors of T. brucei phosphofructokinase; O15648; actives 0.17% (n = 330,000); Potency, µM (titrated, usually from 57.5 µM), inactives show top-dose activity, negative = inhibition, hits mostly inhibitors; AID 485367; T. brucei PFK, ADP-Glo luminescence;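 note: potency is the fitted concentration of half-maximal effect; 0% = uninhibited 1x PFK enzyme wells and -100% = no-enzyme wells; nearly all actives have a fitted effect of over 60% in size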
Target sequence (O15648 whole entry, looked up): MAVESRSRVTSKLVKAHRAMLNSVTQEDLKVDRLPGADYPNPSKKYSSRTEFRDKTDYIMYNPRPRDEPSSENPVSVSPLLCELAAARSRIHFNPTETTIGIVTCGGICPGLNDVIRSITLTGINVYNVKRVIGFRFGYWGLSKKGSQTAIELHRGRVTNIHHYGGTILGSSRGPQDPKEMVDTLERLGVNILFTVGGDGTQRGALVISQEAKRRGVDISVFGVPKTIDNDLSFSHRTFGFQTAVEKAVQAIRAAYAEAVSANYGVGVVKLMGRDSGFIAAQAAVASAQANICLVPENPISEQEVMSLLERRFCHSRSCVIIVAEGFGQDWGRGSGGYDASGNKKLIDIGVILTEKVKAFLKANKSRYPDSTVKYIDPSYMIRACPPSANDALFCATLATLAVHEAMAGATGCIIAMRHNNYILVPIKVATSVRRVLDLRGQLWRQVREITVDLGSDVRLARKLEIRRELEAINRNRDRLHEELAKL
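Activity is normalized to no-enzyme wells (full inhibition) and 1.25 nM enzyme wells (no inhibition). Reaction: 0.5 mM F6P, 0.1 mM ATP, 45 min RT, ADP-Glo luminescence; concentration-response curves fitted and classed by quality.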
RORg inh: ROR gamma (mouse) transcription inhibition. P51450. actives 5.4% (n = 310,000). Potency, µM (titrated, usually from 53.6 µM), inactives show at the highest dose activity change, negative = inhibition, most hits filed as inhibitors. AID 2551. Drosophila S2 Gal4-RORgamma UAS-luciferase reporter, 20 h; note: potency is the fitted concentration of half-maximal effect; % is set by controls: 0 for no effect and ±100 for the full control effect; nearly all actives have a fitted effect of over 60% in size
Target sequence (P51450 whole entry, looked up, the tested form may be a part): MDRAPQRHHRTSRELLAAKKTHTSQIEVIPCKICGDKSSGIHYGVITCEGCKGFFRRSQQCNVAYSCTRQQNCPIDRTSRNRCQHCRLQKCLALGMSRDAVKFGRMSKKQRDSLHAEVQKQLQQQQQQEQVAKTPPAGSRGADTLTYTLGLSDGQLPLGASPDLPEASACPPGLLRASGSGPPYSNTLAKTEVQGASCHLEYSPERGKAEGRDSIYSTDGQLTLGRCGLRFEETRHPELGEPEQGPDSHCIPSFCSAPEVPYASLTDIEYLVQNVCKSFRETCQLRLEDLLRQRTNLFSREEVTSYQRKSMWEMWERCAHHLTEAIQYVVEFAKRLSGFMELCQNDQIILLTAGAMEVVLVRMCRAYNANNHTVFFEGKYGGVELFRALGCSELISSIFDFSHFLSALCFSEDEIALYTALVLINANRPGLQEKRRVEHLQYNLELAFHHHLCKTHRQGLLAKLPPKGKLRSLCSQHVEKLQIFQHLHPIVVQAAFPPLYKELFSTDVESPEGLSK
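Compounds are pin-transferred onto Drosophila Schneider cells expressing a copper-inducible Gal4–ROR gamma transactivation domain fusion. After 1 hr, copper sulfate is added to 700 uM final; luciferase is read 20 hr later.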
FBPA coupling cs: counter-screen for Giardia aldolase inhibitors: coupling enzyme system | actives 0.67% (n = 290,000) | coupling enzyme system counterscreen, AmpLite Red fluorescence | AID 2472 | activity change, negative = inhibition, % at 58.2 µM, hits read low; in the data active = activity change below about -30%; note: % is set by controls: 0 for no effect and ±100 for the full control effect
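Final compound at 57.5 uM, incubated 10 min at RT with coupling enzyme reagent (glyceraldehyde-3-phosphate), then 20 min with substrate and AmpLite Red detection. Fluorescence read at 525/598 nm; tests interference with the coupling assay, not aldolase inhibition.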
Rab9 promoter act: Rab9 promoter activation | Huh7 Rab9 promoter-luciferase reporter, luminescence, 24 h | Potency, µM (highest dose often 9.22 µM), for the others: top-dose activation, negative = inhibition, actives largely listed as activators | actives 2.8% (n = 320,000) | AID 485297; note: potency is the fitted concentration of half-maximal effect; % of control where 0% means no effect; nearly all actives have a fitted effect of over 60% in size
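Quantitative HTS format; Huh7 Rab9-luciferase reporter cells (1500/well) receive compound 2 h post-plating, incubate 24 h at 37 °C, then get luciferase reagent for 10 min before luminescence reading.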
ELG1 genotox: genotoxicity induction in ELG1-luciferase HEK293T cells; actives 1.3% (n = 330,000); Potency, µM (top dose mostly 46 µM), without a hit: at the top dose activity change, positive = activation, actives largely listed as activators; HEK293T ELG1-luciferase reporter, luminescence, 16 h; note: potency is the fitted concentration of half-maximal effect; % of control where 0% means no effect; nearly all actives have a fitted effect of over 60% in size
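Reporter readout depends on ELG1 protein level, which increases with genetic stress. After 16 hr compound exposure at 37 °C, luciferase activity was quantified using ONE-Glo.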
Gal4-VP16 FLuc: Gal4-VP16 reporter inhibition counter-screen. actives 3.5% (n = 310,000). AID 2546. Drosophila S2 Gal4-VP16 UAS-luciferase, luminescence, 20 h. Potency, µM (series often up to 53.6 µM), for inactives: top-dose activity, negative = inhibition, most hits filed as inhibitors;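 note: Gal4-VP16 expression switched on by copper sulfate through the metallothionein promoter; potency is the fitted concentration of half-maximal effect; % is set by controls: 0 for no effect and ±100 for the full control effect; nearly all actives have a fitted effect of over 50% in size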
uPA generation: inhibitors of cell surface uPA generation; cell surface uPA generation assay, qHTS; Potency, µM (doses to about 38.3 µM), for inactives: at the top dose activity change, negative = inhibition, most hits filed as inhibitors; actives 0.31% (n = 330,000); active = well fitted inhibition curve with a large enough effect; inconclusive = small, poorly fitted or top-dose-only effect; inactive = no such curve, though single readings can be large or run the other way; tested in mouse RAW 264.7 cells; note: potency is the fitted concentration of half-maximal effect; % is set by controls: 0 for no effect and ±100 for the full control effect; nearly all actives have a fitted effect of over 55% in size
FLuc counter: counter-screen for miR-21 project: firefly luciferase inhibitors or activators | Potency, µM (titrated, usually from 57.5 µM), for the others: at the highest dose activity change, negative = inhibition, hits mostly inhibitors | AID 588342 | purified FLuc, Km substrates, luminescence inhibition | P08659 | actives 6.9% (n = 360,000);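 note: potency is the fitted concentration of half-maximal effect; plate controls were vehicle for no effect and reference inhibitor for full effect; nearly all actives have a fitted effect of over 55% in size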
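Purified P. pyralis luciferase (10nM final) with 10uM D-luciferin and 10uM ATP (Km levels) in 50mM Tris acetate pH 7.5, 10mM Mg acetate, 0.01% Tween-20, 0.05% BSA; qHTS 6-point titration, ~60 µM downward; luminescence read.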
* hit, by the source's call; u = inconclusive; x = no result given; [ ] = dose if it differs, or a comment. Unless noted, calls come from the whole dose curve; as a rule, active = well fitted curve in the direction sought with a large enough effect; inconclusive = small, poorly fitted or top-dose-only effect, or another doubt; inactive = no such curve, though single readings can be large; an effect the other way counts as inactive or inconclusive.

SMILES | Giardia kill | KCNH2 3.1 block | NPC1 prom act | Tb PFK inh | RORg inh | FBPA coupling cs | Rab9 promoter act | ELG1 genotox | Gal4-VP16 FLuc | uPA generation | FLuc counter
Fc1ccccc1Oc1nc(-c2ccncc2)nc2ccccc12 | -4 | 38 | 1% | -6% | -28% | 3 | -2% | -3% | 2% | -6% | 2%
CNC(=S)NNc1nc(C)cc(C)n1 | 1 | -3 | -1% | -4% | 2% | 0 | -3% | 0% | 0% | 1% | -2%
Cc1cccc(NC(=S)NC(NC(=O)OCc2ccccc2)C(Cl)(Cl)Cl)c1 (centres undefined) | -13 | 0 | 1% | -4% | 11µM* | 0 | 2% | -3% | u | -14% | 4%
COC(=O)Cn1c(=NC(=O)CSCC(=O)Nc2cc(C)on2)sc2cc(C(=O)OC)ccc21 | 0 | -31 | -1% | 1% | -39% | 2 | -1% | 0% | 0% | 19% | -2%
COc1cccc(CN(Cc2ccco2)C(c2ccc(F)cc2)c2nnnn2C(C)(C)C)c1 (centres undefined) | -3 | -27 | -3% | -1% | -3% | -7 | -2% | 11% | 2.8µM* | 0% | 4%
Cc1ccccc1N1CC(C(=O)Nc2ccc(S(=O)(=O)N3CCCC3)cc2)CC1=O (centres undefined) | 5 | 18 | 2% | 3% | x | x | 3% | -14% | x | -5% | 1%
Cc1cc(Cl)ccc1NNC(=O)CCc1ccccc1 | 0 | -9 | 8% | 6% | 38% | 6 | 5% | -6% | -17% | -1% | 3%
Cc1ccc(NC(=O)c2cccc(S(=O)(=O)N(C)c3ccccc3)c2)cc1S(=O)(=O)N1CCOCC1 | -3 | 10 | -1% | 0% | 37% | 3 | -10% | -4% | -6% | -10% | -1%
COc1ccc(C(C(=O)NC2CCCC2)N(CCCO)C(=O)Cn2nnc(-c3ccc(C)o3)n2)cc1 (centres undefined) | -5 | -7 | 0% | -18% | -15% | 1 | -1% | 2% | 0% | 0% | 1%
Nc1ccc2nc(SCc3cccc(F)c3)sc2c1 | 5 | -8 | u | 4% | 8% | 2 | 4.5µM* | u | -14% | -10% | 4.8µM*
O=C(COC(=O)c1cccnc1Cl)Nc1cc(S(=O)(=O)N2CCCCC2)ccc1Cl | 1 | 0 | -9% | -2% | 10% | -3 | 7% | -1% | -5% | 4% | -1%
Cc1ccc(C)c(N2CCN(CC3CCCCC3)CC2)c1 | 8 | -17 | 1% | u | -36% | 2 | 4% | -3% | -19% | 0% | -1%
CCOc1ccc(NC(=O)C(c2ccccn2)N(C(=O)CCl)c2ccc(F)cc2)cc1 (centres undefined) | 5 | 3 | 9% | 3% | 18% | -11 | -4% | 1% | 26% | -4% | -3%
CCn1c(SCCC(=O)Nc2ccccc2)nnc1-c1ccc(OC)cc1 | 9 | -23 | 4% | 7% | 36% | 1 | -1% | -3% | 0% | -3% | -14%[2.3 µM]
Cc1ccc(N2CCN(C(=S)c3ccc(-c4cccc([N+](=O)[O-])c4)o3)CC2)cc1 | -6 | 5 | 3% | u | 0% | -2 | 0% | -1% | 0% | 8% | -12%
CC[n+]1ccc(C)c2cc(SC(F)(F)F)ccc21 | -15 | x | -2% | 2% | -3% | -7 | -1% | -6% | 0% | -10% | -2%
COc1ccc2c(c1OC)C(=O)N(c1ccc(C)cc1)C2=O | -3 | 1 | 10% | 2% | 34% | 3 | u | u | u | -4% | -19%
Cc1cccc(C(=O)OCC(=O)c2c(N)n(CC(C)C)c(=O)n(C)c2=O)c1[N+](=O)[O-] | -5 | 8 | -1% | -3% | x | x | -12% | u | x | -5% | -3%
CC(=O)Nc1ccc(NC(=O)C(c2ccccc2)c2ccccc2)cc1 | -4 | -4 | 0% | 1% | -17% | 4 | -1% | u | 1% | 18% | 4%
Cc1c(C(=O)Nc2nccs2)oc2ccc(Br)cc12 | -10 | -9 | x | -12% | x | x | x | 9.2µM* | x | 0% | x
COc1ccccc1NC(=O)CSc1nnc(-c2ccccn2)o1 | -14 | -13 | 25% | 6% | u | -3 | u | 18% | u | -1% | x
Cc1cccnc1CCNC(=O)CCc1nnc(CCc2ccccc2)o1 | 13 | 4 | -2% | -1% | 15% | 0 | 10% | 1% | -1% | 0% | 3%
COc1ccc(N2CCN(C(=O)C3CCC(Cn4c(=S)[nH]c5ccccc5c4=O)CC3)CC2)cc1 (centres undefined) | -13 | -14 | -4% | -3% | 3.5µM* | 0 | -17% | -10% | 7.1µM* | x | 4%
O=c1c2ccsc2ncn1Cc1cccc(C(F)(F)F)c1 | -6 | -7 | -5% | -10% | u | 0 | 1% | 0% | -9% | 5% | -3%
O=C(C1CCN(S(=O)(=O)c2ccc(-n3cnnn3)cc2)CC1)N1CCN(c2ccccc2)CC1 | 12 | -1 | -4% | 1% | 9% | 1 | -3% | -2% | -3% | 2% | -1%
O=c1[nH]c(=S)[nH]c2sccc12 | 35[activator] | -6 | -3% | 0% | -7% | -3 | 4% | -2% | -4% | -7% | -10%
COc1ccccc1CNC(=O)[C@H](Cc1c[nH]c2ccccc12)NC(=O)[C@@H]1Cc2ccccc2CN1 | -13 | 1 | -1% | -2% | 15% | 0 | 3% | 0% | 11% | -9% | 1%
OC(CN1CCN(Cc2ccc3c(c2)OCO3)CC1)c1c[nH]c2ccccc12 (centres undefined) | -4 | -30 | 1% | 0% | -1% | 4 | -6% | -1% | -6% | -5% | 1%
O=C(NNC(=O)c1ccc([N+](=O)[O-])cc1Cl)c1ccncc1 | 8 | 3 | -3% | 1% | -9% | 5 | 1% | 0% | 15% | -3% | -28%
Cc1cc(OC(=O)c2c(F)cc(F)cc2F)nc(C)n1 | 27 | 3 | -3% | 0% | -9% | 1 | -8% | -7% | 3% | -7% | 0%
CCOC(=O)Cn1cnc2c(nnn2-c2ccccc2)c1=O | u | 2 | 2% | -1% | -7% | 0 | 6% | 6% | 7% | -1% | 0%
COc1cc(C(=O)OCC(=O)Nc2ccc(C)cc2)cc(OC)c1OC | 0 | 6 | 2% | 3% | 15% | 0 | -1% | -2% | 1% | 0% | -2%
CCCC(=O)Nc1ccc(Cl)c(NC(=O)c2ccc([N+](=O)[O-])cc2Cl)c1 | 9 | -2 | -3% | -1% | 1% | -4 | -6% | 0% | 4% | -6% | 3%
COc1ccc(C(=O)Nc2cc(OC)cc3cccnc23)cc1 | 0 | -1 | 0% | -1% | 14% | 0 | 1%[1.84 µM] | 1% | 3% | 4% | 7.6µM*
COc1cccc2sc(Nc3nc(-c4ccncc4)cs3)nc12 | 12 | 24 | -30% | 14% | 13µM* | 0 | -7% | 6% | -14% | 9% | -15%
Cc1ccc(SCC(=O)n2nc(C)cc2C)cc1 | 9 | 22 | 2% | 2% | 19%[10 µM] | 2 | -3% | -2% | 0% | -4% | -13%
COc1ccc(NS(=O)(=O)c2ccc3c(c2)NC(=O)CC(=O)N3)cc1OC | 0 | 2 | -1% | 0% | 10% | 0 | 4% | 1%[9.26 µM] | -1% | 0% | 0%
COc1cc(Cc2ccc(N)c(OC)c2)ccc1N | 10 | 5 | -1% | -1% | -8% | 0 | 12% | 3% | -8% | -11% | -1%
O=C(Nc1ccccc1)c1nc[nH]c1C(=O)NCc1ccccc1 | 8 | u | -1% | -5% | x | x | -1% | -3% | x | -6% | 1%
N#Cc1ccc(CSc2nnc(Nc3ccccc3)s2)cc1 | -12 | -14 | -1% | -3% | -4% | 2 | -5% | 2% | 6% | 1% | -1%
CCOc1ccccc1CNc1nc2nc3c(c(=O)n2[nH]1)CCC3 | -11 | 7 | -3% | -11% | 3% | 2 | -4% | 4% | 9% | 6% | 2%
O=C(Oc1ccc([N+](=O)[O-])cc1)c1ccc(Cl)c(S(=O)(=O)N2CCCCC2)c1 | x | x | -1% | -2% | 11% | 17 | 0% | 1% | -25% | x | 0%
Cc1cccc(N2CCN(Cc3cc(=O)n4ccsc4n3)CC2)c1C | 10 | 1 | -3% | 1% | 4% | 1 | 15% | -9% | -8% | 9% | 4%
OCCC1CN(Cc2cccc(OC3CCCC3)c2)CCN1Cc1ccsc1 (centres undefined) | -2 | -13 | -2% | -1% | -13% | 1 | 3% | -4% | -13% | 1% | 4%
CC(C)(C)N1C(=O)[C@H]2[C@@H](c3ccc(Br)cc3)N3C(=O)N(c4cccc(Br)c4)C(=O)[C@@]3(Cc3ccccc3)[C@H]2C1=O | 0 | -2 | -6% | 1% | -1% | -5 | -4% | 0% | 5% | 9% | -2%
